Screening results from PubChem.
GSK3B inh: inhibitors of human GSK3beta kinase; GST-GSK3beta kinase, ADP-Glo luminescence, 60 min; stronger effect = lower value; activity score (negative = inhibition), % at 10 µM; 0.038% of 300,000 active;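 active = more than half of replicate wells score below -50%, meaning over 50% inhibition versus plate controls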;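 note: 0% = median DMSO wells and -100% = median GW8510 positive control wells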
Target sequence (P49841 whole entry, looked up): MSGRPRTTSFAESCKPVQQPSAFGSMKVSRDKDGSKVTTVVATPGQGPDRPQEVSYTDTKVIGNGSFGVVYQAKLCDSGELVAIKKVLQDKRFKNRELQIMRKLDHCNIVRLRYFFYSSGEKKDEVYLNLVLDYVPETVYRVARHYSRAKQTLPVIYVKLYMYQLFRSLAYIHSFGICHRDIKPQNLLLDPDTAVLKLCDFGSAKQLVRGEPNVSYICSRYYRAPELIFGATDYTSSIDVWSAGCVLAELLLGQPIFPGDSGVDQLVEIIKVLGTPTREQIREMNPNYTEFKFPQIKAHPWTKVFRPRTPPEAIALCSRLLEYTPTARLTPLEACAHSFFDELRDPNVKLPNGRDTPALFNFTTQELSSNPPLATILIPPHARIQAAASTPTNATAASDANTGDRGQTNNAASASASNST
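test system = GST-tagged human GSK3beta kinase, cell-free | reagent = 25 µM ATP with peptide substrate | dosing = one dose of 10 µM per compound | schedule = 60 min reaction, RT | detection = luminescent ADP-Glo measurement of ADP formed | control set = DMSO neutral wells and GW8510 at 20 µM as positive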
IEC-6 tox: counter-screen for KLF5 inhibitors: cytotoxicity in IEC-6 cells. 0.78% of 290,000 active. inhibition, % at 5 µM. AID 1825. IEC-6 cytotoxicity, luminescence viability; in the data active = inhibition above about 22%;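 note: 0% = plate median of test compound wells and 100% = cytotoxic reference compound wells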
DYRK1A inh: Dyrk1A (rat) kinase inhibition; Q63470; ADP-Glo luminescence, NFATc1 peptide; inhibition, % at 12.5 µM; 0.43% of 310,000 active; AID 504441; in the data active = inhibition above about 50%;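 note: plate controls were vehicle with enzyme for no effect and no enzyme for full effect; many of its hits are not listed in these tables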
GSK3 alpha inh: blocks human GSK-3 alpha kinase; P49840; ADP-Glo luminescence, 60 min; inhibition, % at 10 µM; 0.1% of 320,000 active; AID 2650;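 in the data active = inhibition above about 50%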;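 note: GST-tagged GSK-3 alpha with peptide substrate and 25 µM ATP; 0% = DMSO neutral wells and 100% = GW8510 positive control wells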
Target sequence (P49840 whole entry, looked up): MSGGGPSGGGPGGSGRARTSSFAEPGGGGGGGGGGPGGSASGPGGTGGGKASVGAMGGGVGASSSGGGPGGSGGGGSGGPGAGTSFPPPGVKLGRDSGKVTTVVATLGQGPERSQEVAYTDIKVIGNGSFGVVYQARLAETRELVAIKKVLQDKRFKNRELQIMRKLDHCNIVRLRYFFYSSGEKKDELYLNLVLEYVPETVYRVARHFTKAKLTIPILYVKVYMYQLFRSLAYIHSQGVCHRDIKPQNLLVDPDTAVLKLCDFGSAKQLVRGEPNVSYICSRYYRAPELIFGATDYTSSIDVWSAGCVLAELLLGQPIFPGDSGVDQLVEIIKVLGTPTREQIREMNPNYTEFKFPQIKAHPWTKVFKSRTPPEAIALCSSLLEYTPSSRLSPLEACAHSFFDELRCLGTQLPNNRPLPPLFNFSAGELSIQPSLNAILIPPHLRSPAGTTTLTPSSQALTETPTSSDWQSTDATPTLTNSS
Platelet DG rel: platelet dense granule release activity | human platelet-rich plasma, SFLLRN dense granule ATP release, luminescence | inhibition, %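 (compounds screened at 7.5 µM in platelet-rich plasma)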 | 0.22% of 300,000 active;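 active = mean replicate score, as percent of positive control, at or above 50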
aSyn UTR inh: MLPCN primary screen, SNCA 5' untranslated region; inhibition, % (tested at 7.5 µM); alpha-synuclein 5'UTR reporter, inhibitor activity; 0.82% of 300,000 active; AID 1813; in the data active = inhibition above about 60%;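 note: H4 neuroglioblastoma cells stably carrying SNCA 5'UTR luciferase fusion; 0% = DMSO wells and 100% = positive control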
HSP90 refold inh: inhibitors of HSP90 luciferase refolding in rabbit reticulocyte lysate; inhibition, % at 5.6 µM; luciferase refolding luminescence, 3 h; 0.91% of 290,000 active;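 active = inhibition above the screen-wide mean plus 3 SD, computed separately per campaign, cut at about 16% in these data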;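 note: 0% = DMSO wells and 100% = 60 µM geldanamycin wells; inhibitors lower the luminescence because luciferase stays unfolded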
HSF1 inh: HSF1 inhibition. AID 2098. 0.77% of 300,000 active. activity change, negative = inhibition, % at 7.5 µM (by protocol). NIH3T3-HGL HSE-luciferase, MG132-induced, luminescence 8 h; stronger effect = lower value;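 active = more than half of replicate wells show activity change below -50%, luminescence cut by over half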;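 note: luciferase reports HSF-1 transcriptional activity via heat shock element; 0% = median of DMSO wells and -100% = zero luminescence signal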
KLF5 inhibitor: suppresses KLF5 promoter-driven expression. inhibition, % at 5 µM. 0.23% of 290,000 active. DLD-1 KLF5 promoter-luciferase reporter, luminescence;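 active = inhibition above a per-plate limit of that plate's mean compound inhibition plus 3 SD, cut at about 60% in these data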;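 note: 0% = DMSO wells and 100% = LY294002 at 200 µM; higher means less KLF5 promoter-driven luciferase light; inactives centre near -14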
HSF-1 act: increases HSF-1 driven luciferase reporter signal; NIH3T3-HGL HSF-1 luciferase reporter, MG132, 8 h; 100% = twice DMSO control signal; activation, % at 9 µM; 1.7% of 300,000 active;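 active = mean replicate activation of at least 50% with a set share of replicates each reaching 50%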;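 note: 0% = median of the neutral control wells and 100% = twice that signal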
* marks the source's active call; other numbers are inactive results; · = not tested or not shown. Some of the compounds tested. The share of hits here may be higher or lower than overall.

SMILES	GSK3B inh	IEC-6 tox	DYRK1A inh	GSK3 alpha inh	Platelet DG rel	aSyn UTR inh	HSP90 refold inh	HSF1 inh	KLF5 inhibitor	HSF-1 act
CC1=C(C(=O)OC(C)C)C(c2ccc(F)cc2)NC(=O)N1 (stereo not drawn)	-2	6	7	11	-2	-3	1	9	-16	43
N/C(=N\OC(=O)CCC1CCCC1)c1ccncc1	-4	1	0	-1	-2	-23	7	1	-13	-2
Cc1ccc(OCC(=O)c2ccc(Cl)s2)c([N+](=O)[O-])n1	-2	-14	-24	-1	-4	-37	-1	7	-21	12
O=C(Nc1nncs1)c1cc2c(s1)CCC2	0	0	-2	1	2	-132	-1	25	-93	25
Cc1ccccc1OCCCC(=O)Nc1ccc(Br)cc1	10	1	5	2	-5	-23	2	8	-20	12
Cn1ncc2c(N3CCCCC3)nc(NCCCO)nc21	1	3	8	0	3	20	0	0	-28	-11
Cc1ccc(C(=O)OCC(=O)NCCNC(=O)COC(=O)c2ccc(C)o2)o1	3	·	3	-1	-56	-12	·	4	·	4
COc1cccc(NC(=S)NC(=O)/C=C/c2ccc(F)cc2)c1	1	-1	-2	-2	0	7	2	-5	-16	2
C[C@@H]1C=C[C@](Cc2ccccc2)(C(=O)O)N1C(=O)c1ccccc1	-2	·	7	-23	-2	26	·	-3	·	9
CC(=O)COc1ccc2c3c(c(=O)oc2c1C)CCCCC3	-6	8	-2	0	-13	-120	4	14	-48	30
C/C(=N\NC(=O)c1ccc(OC2CCCC2)cc1)c1ccc(C)s1	0	3	-4	0	13	0	3	2	5	-5
CC(C)N(C(=O)COC(=O)c1cc(Cl)cc(Cl)c1N)C(C)C	-1	2	5	-2	-1	-3	4	2	-33	-9
COc1ccc(/C=N/NC(=O)c2cccnc2)cc1	0	-3	0	0	-9	-28	5	9	-36	7
COc1ccc2[nH]c(C(=O)O)c(NS(=O)(=O)c3ccc(F)cc3)c2c1	1	-2	-5	7	1	27	-1	-5	-9	-23
O=C(Cc1ccc(Cl)cc1)Nc1ccc(N2CCCC2)cc1	0	0	0	3	4	9	2	1	18	0
Cc1cc(=O)oc(C)c1C(=O)NCc1ccco1	-1	0	1	-1	4	-4	1	-13	-17	-23
O=C(Oc1cccc(C(=O)N2CCOCC2)c1)c1ccc(Br)cc1	-1	-2	3	-3	-11	-1	-2	-5	-21	-5
COc1ccc(S(=O)(=O)N2CCSC2c2ccccc2)cc1 (stereo not drawn)	2	-6	-5	-3	12	9	0	-6	-45	-4
Cc1nc(NC2CCCCC2)c2nnn(Cc3ccccc3Cl)c2n1	3	-4	-1	1	10	17	-1	8	-3	18
COc1ccccc1C(=O)N/C(=C\c1ccc(Br)cc1)C(=O)NCCO	1	1	6	-1	4	10	-3	4	-23	3
CCOC(=O)c1oc2ccc3c(c2c1C)C(=O)CC1(CCN(C(=O)OCC)CC1)O3	0	5	5	26	0	22	4	5	18	3
COC(=O)c1c(-c2ccc3ccccc3c2)csc1NC(=O)Cc1ccc(OC)c(OC)c1	3	6	-3	1	-6	11	4	6	16	-2
Cc1ccccc1NC(=O)c1cccc2nccnc12	-11	6	39	-3	-8	-74	1	-9	-31	-12
COc1cc([N+](=O)[O-])ccc1NC(=O)CSc1nccn1C	·	6	-4	·	10	-6	0	-1	-34	-8
Cc1cc(C)cc(NS(=O)(=O)c2c(C)[nH]c(=O)[nH]c2=O)c1	4	2	-3	-3	-2	5	5	-20	-41	-38
NC(=O)C1CCN(C(=O)CCSCc2ccc(Cl)c(Cl)c2)CC1	1	-12	3	-2	1	13	0	2	-18	15
COc1ccccc1CNC(=O)CN1C(=O)c2ccc([N+](=O)[O-])cc2C1=O	-1	1	-8	-2	2	5	4	-9	-8	-17
CCOc1ccc(N(CC(=O)NCCc2ccc(Cl)cc2)S(=O)(=O)c2c(C)[nH]c(=O)[nH]c2=O)cc1	1	-3	-3	-3	13	-7	0	-12	8	-6
COCCN(C(=O)CCC(=O)Nc1nccs1)C(C(=O)NC(C)(C)C)c1ccc(F)cc1 (stereo not drawn)	0	1	-9	0	10	-5	-4	-4	-5	-19
OCc1cc(-c2ccc(Cl)c(Cl)c2)on1	2	1	12	2	0	·	1	·	-21	·
CC(C)CNC(=O)CSc1nc(-c2cccs2)cc(C(F)(F)F)n1	2	-2	0	-2	-1	10	-3	-4	-26	11
COc1ccc(Cc2nnc(NC(=O)c3cc(OC)c(OC)c(OC)c3)s2)cc1OC	0	-2	-2	-4	-2	4	6	3	-12	10
COc1ccccc1/C=N/n1c(C)nnc1-n1nc(C)cc1C	-5	3	·	-6	-2	-3	6	4	-10	-1
Cc1c(NC(=O)CN2CCN(c3ccccc3)CC2)c(=O)n(-c2ccccc2)n1C	1	-10	2	-2	-2	-1	-3	-2	-22	-1
Cc1cccc(NNC(=O)C2CCC2)c1	3	-2	-1	-3	-14	-2	-4	-1	-11	2
CCn1c(SCC(=O)N2CCN(c3ccccc3)CC2)nnc1-c1c[nH]c2ccccc12	-3	1	-3	-1	28	1	0	1	-28	12
CN(C)S(=O)(=O)c1ccc(C(=O)Nc2nnc(SCC(=O)NCC3CCCO3)s2)cc1 (stereo not drawn)	1	-3	4	-1	-10	16	-3	-8	-35	-5
CCc1c(C(=O)Nc2cc(C)cc(C)c2)[nH]c(C)c1C(C)=O	-2	3	-2	0	1	-20	-4	12	-13	21
Cc1ccc(SC[C@H](c2ccccc2)N2CCN(C)CCC2=O)cc1	3	·	8	·	0	-138	·	2	·	2
Cc1cccc(CSC2=NCCN2C(=O)c2ccc(S(=O)(=O)N(C)C)cc2)c1	0	1	3	-3	1	-18	-1	0	-1	-4

3 compounds from above, sorted by molar mass, low to high:
SMILES	GSK3B inh	IEC-6 tox	DYRK1A inh	GSK3 alpha inh	Platelet DG rel	aSyn UTR inh	HSP90 refold inh	HSF1 inh	KLF5 inhibitor	HSF-1 act
O=C(Nc1nncs1)c1cc2c(s1)CCC2	0	0	-2	1	2	-132	-1	25	-93	25
Cc1ccccc1OCCCC(=O)Nc1ccc(Br)cc1	10	1	5	2	-5	-23	2	8	-20	12
COc1ccccc1CNC(=O)CN1C(=O)c2ccc([N+](=O)[O-])cc2C1=O	-1	1	-8	-2	2	5	4	-9	-8	-17

Other entries follow.
SMILES	GSK3B inh	IEC-6 tox	DYRK1A inh	GSK3 alpha inh	Platelet DG rel	aSyn UTR inh	HSP90 refold inh	HSF1 inh	KLF5 inhibitor	HSF-1 act
O=c1[nH]ncc(N2CCN(Cc3ccccc3)CC2)c1Cl	-1	-5	1	17	-5	-27	-5	-4	-7	2
COc1ccc(OC)c(/C=N/NC(=O)CCN2CCN(C(c3ccccc3)c3ccccc3)CC2)c1	1	6	3	5	1	-5	-1	13	-7	16
COc1ccc(C(C(=O)NCC2CCCO2)N(C(=O)Cn2nnc3ccccc32)c2ccc(NC(C)=O)cc2)c(OC)c1 (stereo not drawn)	0	3	-6	-2	0	13	-2	-5	-20	-4
CN(C(=O)c1cc(COc2c(F)cccc2F)on1)C1CCOC1 (stereo not drawn)	-2	-2	-2	3	-2	-49	-4	15	-36	15
Cc1nc(CN2CCN(C(=O)CCc3nnc(Cc4c[nH]c5ccccc45)o3)CC2)cs1	5	0	-8	-1	1	-17	4	-5	0	5
COc1ccc2nc(C)cc(SCC(=O)NNC(=O)COc3ccc(C)cc3)c2c1	-2	-5	-5	0	2	16	0	4	-38	3
O=C1CC(N2CCN(c3ccc(O)cc3)CC2)C(=O)N1c1ccc2c(c1)OCO2 (stereo not drawn)	-3	0	2	-2	0	5	-1	-1	-22	-1
CCOC(=O)Cc1cc(=O)[nH]c(/N=C(\N)Nc2ccc(C)c(C)c2)n1	0	1	·	-3	13	23	-1	-7	-7	-11
O=C1CCC(=O)c2oc3ccccc3c2N1	1	1	7	4	-2	4	-3	-6	5	1
S=C(NC1CCCC1)N1CCN(C/C=C/c2ccccc2)CC1	-1	6	4	3	2	-17	-1	5	-18	26
C/C=C(/C)C(=O)O[C@@H]1c2cc3c(c(OC)c2-c2c(cc(OC)c(OC)c2OC)[C@@H](OC(C)=O)[C@@H](C)[C@H]1C)OCO3	3	·	37	-3	-4	-8	·	6	·	9
O=C(OCC(=O)N1CCCCCC1)c1cccs1	-1	2	0	18	1	0	1	8	-54	38
CC(C)C(c1nnnn1Cc1ccc(F)cc1)N1CCN(Cc2ccc3c(c2)OCO3)CC1 (stereo not drawn)	2	4	-4	2	3	-10	0	2	-9	13
Cc1ccc(-n2c(N)c(C(N)=O)sc2=S)c(C)c1	0	-5	30	·	5	-20	-2	1	-22	6
O=c1c2c3c(sc2nc(N2CCNCC2)n1CCc1ccccc1)CCCCC3	0	-7	1	-2	-1	-9	5	-2	-5	-10
Cc1ccc(N2C(=O)CC(Nc3cccc4ccccc34)C2=O)cc1 (stereo not drawn)	-2	8	5	1	-7	1	0	2	-28	8
Cc1ccccc1C(=O)N1CCN=C1SCc1ccc([N+](=O)[O-])cc1	0	8	-1	·	3	4	-4	1	-17	10
CN(C)Cc1c(C(=O)N/N=C/c2ccccc2OCc2ccc(F)cc2)nnn1-c1nonc1N	1	-2	15	1	-2	15	-5	2	-3	4
O=Cc1cn(CC(=O)N2CCCCCC2)c2ccccc12	-3	-3	20	-4	5	-2	-2	0	-13	-6
Cc1ccc(CN2CCN(Cc3ccco3)CC2)cc1	3	-7	·	-7	-1	10	-1	3	-18	-7
Cc1noc(C)c1S(=O)(=O)N1CCC(C(=O)NCCN2CCC(C)CC2)CC1	-5	1	1	-1	2	-7	4	-7	-18	-12
COC(=O)c1ccn(CC(=O)NC2CCCCC2)n1	-3	-4	3	9	-13	-9	0	-2	-18	0
CC(C)(C)C(=O)/C(C#N)=C/c1cccs1	-3	2	-8	1	-6	9	1	0	-12	11
COc1ccc(NC(=O)c2cc(S(=O)(=O)N3CCc4ccccc43)cn2C)cc1	-1	5	-1	2	98*	12	4	-2	3	-6
COCCN(Cc1cc2cc(C)ccc2[nH]c1=O)S(=O)(=O)c1ccc(Cl)cc1	2	1	3	-4	11	-14	-6	4	-25	9
Cc1ccccc1-c1nc(CS(=O)(=O)CC(=O)NCCN2CCOCC2)c(C)o1	-4	2	-2	5	1	2	-1	-3	-9	-15
COc1ccccc1/C=C/C=N/NC(=O)c1ccc(=O)n(C)c1	1	-6	-2	-2	13	3	-3	2	-14	5
COc1c2ccoc2c(OC[C@@H](O)C(C)(C)O)c2oc(=O)ccc12	0	3	9	-1	0	-1	0	-2	-16	-3
CC(=O)c1ccc(NC(=S)N(C)C2CCN(C)CC2)cc1	-7	0	8	1	4	5	-6	-7	2	22
Cc1cc(C(=O)N2CCN(c3ccccc3)CC2)no1	-3	4	-2	1	6	-18	1	-1	-29	9
CCOC(=O)c1c(C)[nH]c(C)c1C(=O)CSc1nc2ccccc2c(=O)n1-c1ccc(Cl)cc1	1	10	3	1	-6	36	-1	-9	33	-8
Cc1ccccc1C(=O)NC(=S)Nc1ccc(Cc2ccncc2)cc1	0	2	-3	0	-18	-14	-1	-7	-5	19
